TDP-43 yeast inh – rescues yeast growth from TDP-43 toxicity. TDP-43 expressing yeast growth rescue, BacTiter-Glo, 24 h. 410,000 tested, 1.8% active. Potency, µM (titrated, usually from 46.1 µM), without a hit: at the highest dose growth rescue (activation), hits mostly activators. AID 652104; further: potency means the concentration at half of the fitted maximal effect; % of control where 0% means no effect; nearly all actives have a fitted effect of over 50% in size
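Yeast cells expressing TDP-43 under galactose induction are exposed to compounds for 24 hr at 30 deg C. BacTiter-Glo luminescence measures growth, so protective compounds score as activators.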
Abeta rescue – A-beta toxicity reversal in yeast; yeast expressing A-beta42, growth rescue, OD600, 48 h; response scale: 0% DMSO, 100% iron-clioquinol control; Potency, µM (top dose mostly 46.1 µM), without a hit: at the top dose growth rescue, usual class: activators; 410,000 tested, 0.063% active; AID 1347071; further: potency means the concentration at half of the fitted maximal effect; nearly all actives have a fitted effect of over 55% in size
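Growth rescue measured by 600 nm absorbance after 48 h yeast culture at 30 C with compound. Values normalized between DMSO and an equimolar ferric chloride plus clioquinol control.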
GLP-1R inv ag – GLP-1 receptor (human) inverse agonism | Potency, µM (highest dose often 38.3 µM), inactives show at the highest dose activity change, negative = inhibition, usual class: inhibitors | HEK293 GLP-1R CRE-luciferase, luminescence, 24 h; GLP-1R form is constitutively active | 410,000 tested, 1.6% active; further: potency means the concentration at half of the fitted maximal effect; on the % scale 0 is the no-effect control and ±100 the full control effect; nearly all actives have a fitted effect of over 55% in size
Target sequence (P43220 whole entry, looked up): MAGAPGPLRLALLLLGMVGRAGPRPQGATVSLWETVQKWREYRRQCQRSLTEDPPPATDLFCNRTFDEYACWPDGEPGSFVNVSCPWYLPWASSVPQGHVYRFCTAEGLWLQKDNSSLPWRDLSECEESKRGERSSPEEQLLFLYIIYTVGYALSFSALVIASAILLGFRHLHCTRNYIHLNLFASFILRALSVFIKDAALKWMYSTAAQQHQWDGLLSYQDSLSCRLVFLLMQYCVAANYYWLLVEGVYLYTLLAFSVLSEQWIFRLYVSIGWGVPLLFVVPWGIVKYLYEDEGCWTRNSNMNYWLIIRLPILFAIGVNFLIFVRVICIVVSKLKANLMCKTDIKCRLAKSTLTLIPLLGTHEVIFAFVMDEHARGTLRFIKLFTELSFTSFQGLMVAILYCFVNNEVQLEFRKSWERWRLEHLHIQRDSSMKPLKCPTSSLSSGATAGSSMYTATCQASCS
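Assay principle: reduced luminescence from a cAMP-responsive reporter in HEK293 cells co-expressing a constitutively active GLP-1R. Conditions: 24 hr compound incubation, 37 deg C, 5% CO2.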
MmCpn inh – inhibitors of Methanococcus maripaludis chaperonin (MmCpn); purified Mm-Cpn ATPase, ADP Transcreener TR-FRET; Potency, µM (highest dose often 76.9 µM), inactives show at the highest dose activity, negative = inhibition, actives largely listed as inhibitors; 330,000 tested, 0.031% active; further: potency means the concentration at half of the fitted maximal effect; on the % scale 0 is the no-effect control and ±100 the full control effect; nearly all actives have a fitted effect of over 80% in size
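ATP (10 uM final) was added to archaeal chaperonin (25 nM final) after 10 min exposure to test compound at 37°C; after 30 min further incubation, ADP was detected by competitive TR-FRET.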
pAkt inh – blocks phosphorylation of Akt. Neuro2A IGF-stimulated pAkt S473 HTRF, 20 min; hits give low values. activity change, % for hits at 50 µM. 360,000 tested, 0.32% active. AID 651550; in the data active means activity change below about -80%; inconclusive means mostly about -51% to -80%; further: on the % scale 0 is the no-effect control and ±100 the full control effect
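Neuro2A cells (4,500/well, DMEM with 0.5% FBS) were treated with compound at a single 50 µM final concentration, stimulated with 6 nM IGF for 20 min at 37 °C, and lysed. Phospho-Akt Ser473 was read by HTRF as 665/615 ratio ×10^4.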
aSyn rescue – inhibitors of alpha-synuclein toxicity in yeast; Yeast expressing alpha-synuclein, growth rescue, BacTiter-Glo, 24 h; Potency, µM (top dose mostly 46.1 µM), for the others: at the top dose growth rescue (activation), actives largely listed as activators; 370,000 tested, 0.14% active; further: potency means the concentration at half of the fitted maximal effect; % of control where 0% means no effect; nearly all actives have a fitted effect of over 65% in size
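Readout is rescue of growth in alpha-synuclein-expressing yeast, so inhibitors of toxicity appear as activators. Growth after 24 hr at 30 deg C in galactose medium is quantified by luminescence.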
FUS yeast rescue – FUS proteinopathy suppression in yeast. S. cerevisiae FUS-expressing, growth rescue, OD600, 24 h. Potency, µM (series often up to 76.6 µM), for the others: at the top dose growth rescue (activation), most hits filed as activators. 390,000 tested, 0.24% active. AID 1347120;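 further: potency means the concentration at half of the fitted maximal effect; plate controls were DMSO vehicle for no effect and reference control for full effect; nearly all actives have a fitted effect of over 55% in size; some results filed as inactive show a strong effect at the top dose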
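Toxicity suppression screen in FUS-yeast. Cells induced with 2% galactose, starting OD 0.005, treated 24hr at 30C with compounds at multiple final concentrations; growth by OD600.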
HEK293 tox – cytotoxicity in counter-screen for GLP-1R inverse agonists | 410,000 tested, 0.13% active | AID 624418 | HEK293 cAMP-luciferase reporter cells, luminescence, 24 h | Potency, µM (highest dose often 38.3 µM), without a hit: at the top dose activity change, negative = inhibition, usual class: inhibitors;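 further: loss of luciferase light is scored as toxicity; potency means the concentration at half of the fitted maximal effect; on the % scale 0 is the no-effect control and ±100 the full control effect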
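1536-well qHTS counterscreen of the MLSMR; 200 cells/uL, 12 h pre-incubation, 23 nL cpd, 24 h at 37 deg C 5% CO2, luciferase detection reagent, 12 min RT, luminescence. Inhibition = undesired.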
PTHR1 agonist – agonists of human PTHR1 parathyroid hormone receptor. 410,000 tested, 0.075% active. Q03431. HEK293 GP2 PTHR1 cells, GloSensor cAMP luminescence, 1 h. Potency, µM (highest dose often 115 µM), for the others: at the top dose activation, actives largely listed as activators; further: potency means the concentration at half of the fitted maximal effect; nearly all actives have a fitted effect of over 55% in size; some results filed as inactive show a strong effect at the top dose; inactives centre near -15; many of its hits are not listed in these tables
Target sequence (Q03431 whole entry, looked up): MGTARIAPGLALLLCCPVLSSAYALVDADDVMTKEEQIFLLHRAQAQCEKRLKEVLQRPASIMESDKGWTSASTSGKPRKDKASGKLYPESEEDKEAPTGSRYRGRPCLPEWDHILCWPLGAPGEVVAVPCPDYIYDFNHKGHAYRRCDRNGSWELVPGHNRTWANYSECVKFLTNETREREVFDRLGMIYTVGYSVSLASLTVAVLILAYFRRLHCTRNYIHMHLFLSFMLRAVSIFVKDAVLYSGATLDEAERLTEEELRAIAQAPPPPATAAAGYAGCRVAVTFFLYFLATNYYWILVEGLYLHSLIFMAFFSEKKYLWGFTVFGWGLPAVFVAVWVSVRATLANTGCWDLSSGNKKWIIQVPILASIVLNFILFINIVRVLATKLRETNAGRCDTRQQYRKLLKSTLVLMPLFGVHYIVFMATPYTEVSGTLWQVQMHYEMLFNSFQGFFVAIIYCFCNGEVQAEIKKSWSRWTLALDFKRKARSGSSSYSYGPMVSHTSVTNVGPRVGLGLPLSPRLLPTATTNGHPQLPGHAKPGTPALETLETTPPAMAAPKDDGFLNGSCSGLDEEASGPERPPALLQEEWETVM
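HEK-293-derived GP2 cells expressing PTHR1 and a GloSensor cAMP reporter, 3,000/well, plated overnight, given luciferin plus IBMX (each 0.5 mM as added) for 1 h at 37 °C, then compound for 1 h at 37 °C. Luminescence was read after 15 min at room temperature.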
The depositor's hits bear a star; i = inactive; ? = inconclusive; nt = no result given; & = joins results of further samples; [ ] = remark or other dose. Unless noted, the call rests on the fitted dose curve; in most records, active means well fitted curve in the direction sought with a large enough effect; inconclusive means small, poorly fitted or top-dose-only effect, or another doubt; inactive means no such curve, though single readings can be large; an effect the other way counts as inactive or inconclusive. The list is partial; rates above refer to the full screens.

SMILES | TDP-43 yeast inh | Abeta rescue | GLP-1R inv ag | MmCpn inh | pAkt inh | aSyn rescue | FUS yeast rescue | HEK293 tox | PTHR1 agonist
Cc1nn(-c2ccccc2)c(Cl)c1/C=N\NC(=O)c1cncc(Br)c1 | 24% | -7% | 17% | 0% | i | 2% | -19% | -3%[1.53 µM] | i
COC(=O)C(C)(C(=O)OC)c1ccc(C(F)(F)F)cc1[N+](=O)[O-] | -6% | -6% | 13% | 1% | i | -7% | 4% | -6% | i
Cc1ccc(NC(=O)c2c(C)nn(-c3ccccc3)c2-n2cccc2)c(Cl)c1 | -10% | -17% | 22% | nt | nt | nt | 10% | 14% | i
Cc1cc(C)c(C)c(S(=O)(=O)NNC(=O)c2cccc(S(=O)(=O)N3CCOCC3)c2)c1C | 0% | 16% | -11% | 1% | i | 0% | 12% | -14% | -31%[inhibitor]
Cc1c(NC(=O)COC(=O)c2ncc(Cl)c(Cl)c2Cl)c(=O)n(-c2ccccc2)n1C | 5% | 3% | 19% | 1% | i | -3% | 17% | 0% | i
C(=N\c1nccs1)/c1c[nH]c2ccccc12 | 6% | -3% | -2% | nt | i | -6% | -4% | -8% | -5%
CC(C)CC(NC(=O)c1cccs1)c1nnc(SCc2ccc(Cl)c(Cl)c2)n1C (configuration not stated) | 19% | 26% | ? | 2% | i | 4% | nt | -18% | -28%
COC(=O)c1ccc(O)c(Sc2cc(C(=O)OC)ccc2O)c1 | 7% | 6% | -13% | -2% | i | 1% | nt | -3% | i
CC1CN(C(=O)CCC(=O)NCc2cccs2)c2ccccc2O1 (configuration not stated) | 11% | -3% | 6% | nt | nt | nt | -13% | 5% | i
O=C(C1CCC1)N1CCN(S(=O)(=O)c2ccc(Br)cc2Cl)CC1 | 20% | 9% | ? | -10% | i | 10% | 12% | -5% | -32%[inhibitor]
CC(O)[C@H](NC(=O)C1(c2ccccc2)CCN(C(=O)OC(C)(C)C)CC1)C(=O)O (some centres not stated) | 8% | -3% | -3% | -2% | i | -13% | -14% | -10% | i
CCCOc1ccc(CCC(=O)N/N=C/c2ccc([N+](=O)[O-])o2)cc1 | ? | 8% | 10% | 0% | i | 1% | 3% | -7% | -34%[inhibitor]
Cc1cc(C)c(S(=O)(=O)Nc2ccc3oc4c(c3c2)C(=O)CC(C)(C)C4)cc1C | 2% | -14% | ? | nt | nt | nt | ? | 0% | i
COc1cccc(-c2ccc3c(c2)S(=O)(=O)c2cccc(C(=O)O)c2C3=O)c1OC | 4% | -7% | 69%[activator] | -2% | i | 3% | -17% | -7% | -41%[inhibitor]
CCCn1c(N)c(C(=O)CN(C)CC(=O)Nc2ccccc2C(F)(F)F)c(=O)[nH]c1=O | 2% | -18% | -24% | -1% | i | 0% | -28% | 1% | -6%

Three entries from above, arranged by their value in MmCpn inh, low to high.
mol,GLP-1R inv ag,MmCpn inh,pAkt inh,PTHR1 agonist
COc1cccc(-c2ccc3c(c2)S(=O)(=O)c2cccc(C(=O)O)c2C3=O)c1OC,69%[activator],-2%,i,-41%[inhibitor]
CCCOc1ccc(CCC(=O)N/N=C/c2ccc([N+](=O)[O-])o2)cc1,10%,0%,i,-34%[inhibitor]
Cc1c(NC(=O)COC(=O)c2ncc(Cl)c(Cl)c2Cl)c(=O)n(-c2ccccc2)n1C,19%,1%,i,i

Other entries follow.
SMILES | TDP-43 yeast inh | Abeta rescue | GLP-1R inv ag | MmCpn inh | pAkt inh | aSyn rescue | FUS yeast rescue | HEK293 tox | PTHR1 agonist
O=C(C[n+]1cn(C(F)F)c2ccccc21)c1ccc(OC(F)F)cc1 | 8% | 7% | -14%[0.307 µM] | -3% | i | 1% | -4% | 4%[0.307 µM] | -1%
Cc1cc(NC(=O)CCc2ccc(-c3ccccc3)o2)no1 | 7% | 5% | 1% | -7% | i | 1% | 5% | 3% | -23%
Cc1ccc(S(=O)(=O)O)c(C)c1N1CCCC1=O | -8% | 6% | 3% | -3% | i | 8% | 11% | 4% | i
Cc1ccc(N=Nc2c(=O)[nH]n3c(C)cc(C)nc23)cc1 | 26% | 10% | -10% | 0% | i | 2% | 9% | ? | i
Cc1ccc(-c2noc(COc3ccccc3C)n2)cc1 | 7% | 8% | -15% | -2% | i | -14% | 0% | -6% | -9%[57.5 µM]
Cc1cccc(/C=N/n2c(C)nc3ccccc3c2=O)c1 | 4% | -8% | 11% | 1% | i | 8% | -16% | 10% | -82%[inhibitor]
O=C(NCCN1CCCCC1)c1c(O)c2ccccc2[nH]c1=O | -3% | -8% | -25% | -1% | i | 1% | -15% | 1% | -4%
CCCCCCSc1cc(-c2nc3ccc(Cl)cn3c2NCCCC)ccc1OC | 9%&-18% | 1%&-11% | -6%&11% | 1% | i | -1%&10% | 17%&13% | -1%&1% | -21%&-13%
CCOC(=O)c1[nH]c(C)c(CCC(=O)Nc2cc(C)ccc2OC)c1C | 7%[9.22 µM] | -9% | 0% | nt | nt | nt | -14% | 2% | i
Cc1ccc(NC(=O)c2cc(-c3cccs3)nc3ccccc23)c(C)c1 | 9% | -15% | -9% | nt | nt | nt | 14% | -10% | -8%
COc1cc(/C=N/NC(=O)c2ccccn2)cc2c1OCO2 | -9% | -11% | 24% | 0% | i | 4% | 0% | 5% | -8%
CC(=O)C[C@H]1SC[C@@H](C(C)C)N1S(=O)(=O)c1ccc(C)cc1 | 2% | 3% | -21% | nt | i | 2% | 5% | 5% | i
CC(C)n1c(NCc2cccs2)nc2ccccc21 | -22% | -3% | 0% | 1% | i | -3% | 22% | -6% | i
NC(=O)C1=C[C@@H](c2coc3ccccc3c2=O)C[C@@H](OCc2ccc(CO)cc2)O1 | 18% | 7% | 14% | nt | i | -1% | 2% | 0% | -32%
Cn1c(=O)n(C)c2cc(N3CCCCC3)c(NC(=O)c3c(F)cccc3F)cc21 | 22% | -14% | 41%[activator] | nt | nt | nt | 9% | -1% | -11%
O=C(NC1CC1)c1ccc(NC(=O)C2CCCC2)cc1 | 7% | 7% | 2% | nt | i | -8% | 3% | 3% | i
Cc1ccc(CSc2oc(-c3ccco3)nc2S(=O)(=O)c2ccc(Cl)cc2)cc1 | -9% | -5% | ? | nt | nt | nt | 10% | 6% | -4%
OC(c1cc(-c2ccc(Cl)cc2)nc2ccccc12)C1CCCCN1 (configuration not stated) | -17% | -8% | ? | 2% | i | -5% | 1% | ? | -7%
C/C=C/c1ccc(OCC(=O)Nc2ccncc2)c(OC)c1 | 8% | -14% | 15% | -2% | i | 5% | -14% | 1% | -36%[inhibitor]
N/C(Cn1cncn1)=N\OC(=O)c1ccc(Cl)cc1Cl | -27% | 2% | -10% | 1% | i | -3% | 47% | -1% | -12%
Cc1cc(C)nc(NC(=NCCc2c[nH]c3ccccc23)NC(=O)c2ccco2)n1 | 11% | 17% | ? | -3% | i | 0% | 8% | -33% | -4%[57.5 µM]
CC1CCN(C(NC(=O)c2ccco2)C(=O)c2ccccc2)CC1 (configuration not stated) | 18% | 17% | 8% | 0% | i | 9% | -6% | 0% | i
CC(=O)SC1CC(=O)C=C2CCC3C4CCC(=O)OC4(C)CCC3C21C (configuration not stated) | 16% | 1% | 2% | nt | i | 0% | -9% | -1% | -26%
C=CCN(C(=O)Cc1cccs1)c1nc(-c2ccc(S(C)(=O)=O)cc2)cs1 | -6% | 6% | 42% | ? | i | -1% | 18% | -14% | -13%
COc1cc(NC(=O)C(C)C)ccc1NC(=O)c1ccco1 | -2% | -17% | 5% | 1% | i | 0% | -8% | 2% | -11%[57.5 µM]
CCOC(=O)c1c(C)[nH]c(C(=O)CN2C(=O)NC(CC)(c3ccccc3)C2=O)c1C (configuration not stated) | 13% | 13% | ? | 1% | i | -5% | 16% | 5% | -15%
CCOC(=O)C(=O)Nc1ccc(S(=O)(=O)Nc2nccc(C)n2)cc1 | -6% | 0% | -17% | nt | i | 2% | -27% | 0% | -14%
Cc1ccc(C(=O)Nc2cccc(NC(=O)c3cccnc3)c2)cc1 | -11% | -10% | -12% | 1% | i | -4% | -6% | 4% | i
O=C(NCCNC(=O)c1ccco1)c1cccc(F)c1 | -9% | -7% | 34%[activator] | -4% | i | -17% | 9% | -17% | -1%
COC(=O)C1C2C=CC3(CN(Cc4ccco4)C(=O)C13)O2 (configuration not stated) | -11% | 10% | 0% | 2% | i | 0% | 23% | -6% | -8%[57.5 µM]
O=[N+]([O-])c1ccc(OCc2cnc(Cl)s2)c([N+](=O)[O-])c1 | 11µM* | 1% | ? | -5% | i | 3% | 2% | 9% | -31%[inhibitor]
COCCn1c(-c2ccco2)nc2nc3ccccc3nc21 | 12% | -11% | 12% | -5% | i | 2% | 34% | 132%[activator] | i
Cc1ccc(NC(=S)N(C)Cc2cn(C)c3ccccc23)cc1 | 6% | 7% | ? | -1% | i | 7% | nt | 5% | i
COc1ccc(C(=O)N(C)C2CCN(C)CC2)cc1S(=O)(=O)Nc1cc(Cl)ccc1Cl | -3% | -2% | 19% | -5% | i | -5% | -5% | -8% | i
CCOC(=O)N1CCN(S(=O)(=O)N2CCCC(C(=O)NCCc3ccc(OCC)c(OCC)c3)C2)CC1 (configuration not stated) | 1% | 12% | 12% | 0% | i | 2% | 11% | 3% | -8%
OCCN1CCN(c2ncnc3c2c(-c2ccccc2)cn3-c2ccc(Br)cc2)CC1 | -5%[9.22 µM] | -12% | 10µM* | -1% | i | -15% | 19% | ? | -30%
COc1ccccc1CCNS(=O)(=O)c1c(C)n(C)c(=O)n(C)c1=O | -5% | -13% | -8% | 1% | i | -4% | -3% | 2% | -9%
C/C(=N\NC(=O)c1cccnc1)c1ccccc1 | 5% | -12% | 10% | ? | i | 5% | -17% | -2% | i
